ADAM17 inh: inhibits human ADAM17. P78536. recombinant ADAM17, EDANS/DABCYL FRET peptide cleavage. inhibition, % at 6.95 µM. actives 0.83% (n = 370,000);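 active = inhibition above the mean of compounds lying between control limits plus 3 SD, set per campaign, cut at about 8.5% in these data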;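 also: 0% = DMSO-only wells as the low control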
PLCg1 inh: PLC-gamma1 (human) inhibition, primary screen | actives 0.84% (n = 370,000) | purified PLC-gamma1, fluorogenic substrate, fluorescence | inhibition, % at 12.2 µM | AID 720700 | P19174; in the data active = inhibition above about 9.5%
TDP2 inh: blocks human TDP2 phosphodiesterase activity; recombinant TDP2, T5PNP hydrolysis, p-nitrophenol absorbance 415 nm; O95551; actives 0.34% (n = 370,000); inhibition, % at 12.8 µM;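 active = inhibition above the mean of all tested compounds plus 3 SD, set per campaign, cut at about 25% in these data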;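 also: 0% = DMSO with enzyme and 100% = buffer with substrate but no TDP2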
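Assay system: Recombinant human TDP2 | Quantity: 120 nM TDP2 per well | Incubation: 2 h at 37 °C | Signal: Epi absorbance | Evaluation: Percent inhibition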
ADAM10 inh: inhibits human ADAM10; O14672; recombinant ADAM10, EDANS/DABCYL FRET peptide cleavage, 3 h; inhibition, % at 7 µM; actives 0.62% (n = 370,000); AID 720582;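 active = inhibition above a per-campaign cutoff equal to the mean of compounds falling between control-based bounds plus 3 SD, cut at about 20% in these data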;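 also: 0% = DMSO wells while the 100% control is not disclosed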
ARFGAP1 inh: rat ARFGAP1 inhibition; Q62848; Arfgap1-stimulated ARF1 GTP hydrolysis, GDP FP detection; inhibition, % at 16.5 µM; actives 0.26% (n = 360,000);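 active = inhibition above a per-plate limit, mean inhibition of low control wells plus 3 SD, cut at about 25% in these data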;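 also: 0% = DMSO wells with enzyme and 100% = wells lacking Arfgap1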
Target sequence (Q62848 1-136 limits assumed): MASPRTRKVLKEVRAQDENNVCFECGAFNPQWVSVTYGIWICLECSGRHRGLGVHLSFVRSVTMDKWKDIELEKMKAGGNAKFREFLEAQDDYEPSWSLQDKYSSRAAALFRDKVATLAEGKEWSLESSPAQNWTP
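System: truncated rat Arfgap1 GAP domain / Benchmarks: high control wells lacking Arfgap1, low control full reaction with DMSO / Times: compound-enzyme preincubation 20 min, reaction 120 min, detection 60 min, 25 °C / Repeats: one replicate per compound / Also added: human ARF1(Δ1-17)-GTP substrate / Measured by: Tracer-displacement fluorescence polarization with EDTA stop, 620/688 nm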
Tn6 DDE FP: inhibitors of Tn6 peptide binding to human fibrin DD(E); actives 0.21% (n = 370,000); AID 720509; inhibition, % at 8.3 µM; P02675; Fibrin DD(E) TRITC-Tn6 fluorescence polarization displacement;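 active = inhibition above a per-campaign cutoff: mean of compounds within control limits plus 3 SD, cut at about 15% in these data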;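 also: 0% = median of all compound wells on the plate and 100% = blocking peptide control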
Target sequence (P02675 whole entry, looked up): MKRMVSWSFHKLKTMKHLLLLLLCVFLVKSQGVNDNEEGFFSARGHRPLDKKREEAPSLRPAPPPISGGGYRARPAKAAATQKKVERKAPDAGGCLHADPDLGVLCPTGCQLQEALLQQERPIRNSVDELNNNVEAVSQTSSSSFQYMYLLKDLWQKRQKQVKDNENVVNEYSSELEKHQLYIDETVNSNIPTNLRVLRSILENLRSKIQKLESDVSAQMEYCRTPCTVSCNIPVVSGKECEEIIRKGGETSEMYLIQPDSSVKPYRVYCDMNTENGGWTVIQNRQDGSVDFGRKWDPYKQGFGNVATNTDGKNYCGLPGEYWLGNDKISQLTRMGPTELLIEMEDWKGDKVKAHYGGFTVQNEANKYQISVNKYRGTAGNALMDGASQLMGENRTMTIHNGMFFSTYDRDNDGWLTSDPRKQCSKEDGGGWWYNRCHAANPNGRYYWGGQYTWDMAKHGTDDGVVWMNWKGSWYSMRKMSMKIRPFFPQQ
ASAP1 GAP inh: ASAP1 ArfGAP inhibition; Q9ULH1; ASAP1-stimulated ARF1 GTP hydrolysis, GDP FP detection; inhibition, % at 16.5 µM; actives 0.19% (n = 360,000); in the data active = inhibition above about 25%;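 also: 0% = vehicle with enzyme and substrate and 100% = no enzyme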
DDE Tn7 FP inh: disrupts Tn7 cyclic peptide binding to fibrin D-Dimer-E complex; P02675; FP displacement of FITC-Tn7 peptide from fibrin DD(E); 0% = median of compound wells per plate; inhibition, % at 8.3 µM; actives 0.13% (n = 370,000); AID 720508;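 active = inhibition above the mean of compounds falling within the control limits plus 3 SD of them, cut at about 14% in these data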;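 also: 0% = plate median of compound wells and 100% = 10 µM Aha-Tn7 peptide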
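Test system: human clot-derived fibrin DD(E) complex / Quantity: 2 µM final DD(E) protein / Incubation: 10 min plus 3 h, room temperature / Measured by: fluorescence polarization / Benchmarks: high control of 10 µM Aha-Tn7 peptide / Replicates: singlicate testing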
LEDGF integ inh: blocks HIV-1 LEDGF/p75-dependent DNA integration. TR-FRET IN-LEDGF/p75 DNA integration, Eu/Cy5. inhibition, % at 3.7 µM. actives 0.64% (n = 370,000). AID 743269;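 active = inhibition above the screen-wide mean plus 3 SD, cut at about 13% in these data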;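 also: signal is the Cy5 over europium emission ratio at 671 and 618 nm; 0% = plate median of compound wells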
proKLK7 act: activators of human kallikrein-7 zymogen. activation, % at 7 µM. actives 0.9% (n = 370,000). purified proKLK7, EDANS-DABCYL substrate fluorescence; 100% is mature enzyme control, 0% vehicle. P49862;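 active = activation above the mean of all tested compounds plus 3 SD, computed per campaign excluding outliers beyond control limits, cut at about 13% in these data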
Target sequence (P49862 whole entry, looked up): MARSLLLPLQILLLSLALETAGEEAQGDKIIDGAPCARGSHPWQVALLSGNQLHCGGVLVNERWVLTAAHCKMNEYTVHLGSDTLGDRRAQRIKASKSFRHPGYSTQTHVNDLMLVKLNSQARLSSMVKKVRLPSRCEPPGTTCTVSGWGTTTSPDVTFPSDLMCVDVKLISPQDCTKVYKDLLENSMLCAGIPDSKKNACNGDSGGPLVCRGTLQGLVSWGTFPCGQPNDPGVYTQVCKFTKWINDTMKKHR
Active calls of the source: *; i = inactive. An unsorted share of the library. Share with any hit: about 4.2%.

No.	Molecule	proKLK7 act	PLCg1 inh	Tn6 DDE FP	ADAM17 inh	LEDGF integ inh
1	O=C(CN1CCN(C(=O)c2ccco2)CC1)Nc1ccccc1-c1ccccc1	-0.5	-3	-14	-8	-1
2	CN(C(=O)C1CCN(c2ncnc3c2nc2n3CCCCC2)CC1)C1CCCCC1	0.2	2	-7	-4	2
3	CCOc1cc(C)c(C(C)C)cc1S(=O)(=O)N1CCN(C)CC1	-0.1	2	0	-3	2
4	COc1cccc(-c2cnc3c(NC(C)=O)cc(-c4ccc(S(C)(=O)=O)cc4)cn23)c1	-2.8	-86	-9	-19	0
5	COc1ccc(/C(C)=N/Nc2nc(C)c(C(C)=O)s2)cc1	-0.2	-115	1	-9	4
6	CCOc1cccc(CN2CCCC(N3CCN(c4cccc(Cl)c4)CC3)C2)c1O (stereo unspecified)	0.0	6	-6	0	1
7	CCOCCOCCC(C(=O)O)P(=O)(c1ccccc1)c1ccccc1 (stereo unspecified)	0.2	1	-4	-4	1
8	Cc1cc(C)cc(Oc2nc3ccccn3c(=O)c2/C=C(\C#N)C(=O)NC2CCS(=O)(=O)C2)c1 (stereo unspecified)	7.2	-119	-9	-127	6
9	CC(=O)c1ccc(S(=O)(=O)N(Cc2cc3cc4c(cc3[nH]c2=O)OCCO4)CC2CCCO2)cc1 (stereo unspecified)	0.3	-6	1	-10	4
10	Cc1ccc(S(=O)(=O)N2CCN(C(=O)COC(=O)CNC(=O)c3ccc(C(C)(C)C)cc3)CC2)c(C)c1	-0.2	-2	9	-2	-2
11	O=C(O)/C=C\C(=O)Nc1ccc(OCc2ccccc2)cc1	0.3	0	-1	-1	3
12	CC(=O)NC(CC(=O)OCC(=O)c1cc(C)ccc1C)c1ccccc1 (stereo unspecified)	0.3	2	-6	1	4
13	COc1ccc2nc(NC(=O)CNS(=O)(=O)c3cccs3)sc2c1	0.7	-2	-7	-2	0
14	O=C(N/N=C/c1ccco1)c1cccc(N2Cc3ccccc3C2)c1	-0.5	-8	-7	-4	7
15	O=C(NC1CCCC1)C1CCC(CNS(=O)(=O)c2ccc(F)cc2)CC1 (stereo unspecified)	0.2	0	6	-2	0

No.	ARFGAP1 inh	TDP2 inh	ASAP1 GAP inh	ADAM10 inh	DDE Tn7 FP inh
1	12	6	-1	-1	-5
2	-5	-10	-8	-2	-2
3	16	-5	1	-2	9
4	7	7	8	-62	3
5	-2	-2	-6	-20	-2
6	-5	-17	-5	20	-2
7	0	10	4	-4	-4
8	1	-11	-7	-296	-3
9	1	5	-10	-15	1
10	9	-1	-16	0	9
11	13	6	5	3	0
12	6	-7	-3	2	-4
13	6	2	-2	3	3
14	0	0	9	-13	6
15	-5	9	-3	-5	-5

2 compounds picked at random from those above:
No.	Molecule	proKLK7 act	PLCg1 inh	Tn6 DDE FP	ADAM17 inh	LEDGF integ inh
15	O=C(NC1CCCC1)C1CCC(CNS(=O)(=O)c2ccc(F)cc2)CC1 (stereo unspecified)	0.2	0	6	-2	0
12	CC(=O)NC(CC(=O)OCC(=O)c1cc(C)ccc1C)c1ccccc1 (stereo unspecified)	0.3	2	-6	1	4

No.	ARFGAP1 inh	TDP2 inh	ASAP1 GAP inh	ADAM10 inh	DDE Tn7 FP inh
15	-5	9	-3	-5	-5
12	6	-7	-3	2	-4

Single records, from the list above. Values in the order: proKLK7 act, PLCg1 inh, Tn6 DDE FP, ADAM17 inh, LEDGF integ inh, ARFGAP1 inh, TDP2 inh, ASAP1 GAP inh, ADAM10 inh, DDE Tn7 FP inh
Results for O=C(CN1CCN(C(=O)c2ccco2)CC1)Nc1ccccc1-c1ccccc1 → -0.5, -3, -14, -8, -1, 12, 6, -1, -1, -5
Results for CN(C(=O)C1CCN(c2ncnc3c2nc2n3CCCCC2)CC1)C1CCCCC1 → 0.2, 2, -7, -4, 2, -5, -10, -8, -2, -2

Next section.
No.	Molecule	proKLK7 act	PLCg1 inh	Tn6 DDE FP	ADAM17 inh	LEDGF integ inh
16	COCCn1c(COC)nc2ccccc21	1.3	0	-3	-4	0
17	CC(C)N1CCC1(C)C(=O)Nc1ccc2scnc2c1 (stereo unspecified)	-0.4	-1	7	0	-3
18	CC(C)(C)NC(=O)CCN(/N=C/c1ccccc1O)C1=NS(=O)(=O)c2ccccc21	-0.2	-3	-3	0	2
19	CCN(CC)S(=O)(=O)c1cccc(C(=O)Nc2cccc(C)c2)c1	0.5	-1	4	-1	2
20	CCCC[C@@H]1CNC(=O)C(=O)N1CC1CCCCC1	-0.6	-2	-1	-3	-1
21	CCOC(=O)c1cccc(NC(=O)c2c(NCc3ccccc3)[nH]c(=O)[nH]c2=O)c1	0.2	2	-1	-2	2
22	O=C(NC(=S)NC1CCS(=O)(=O)C1)c1ccccc1F (stereo unspecified)	-0.6	3	-2	-8	-2
23	COc1ccc(N2CCN(C(=O)CSc3ccc(C)cc3)CC2)cc1	0.1	0	-4	-3	0
24	CCC(C)(O)c1cnc(CC(C)C)c(=O)n1O (stereo unspecified)	-0.2	3	-2	3	4
25	C[C@H](CO)N1C[C@H](C)[C@@H](CN(C)C(=O)c2cnccn2)Oc2cc(C#CCC3CCCC3)ccc2S1(=O)=O	0.4	-1	6	2	0
26	CSc1ncc(OCc2ccccc2)c(=O)[nH]1	0.2	1	-3	-4	2
27	S=c1[nH]nc(CCc2ccc(Cl)cc2)o1	0.1	-2	7	1	0
28	NNC(=O)c1ccc(-c2cccc([N+](=O)[O-])c2)o1	0.1	0	2	-2	3
29	COc1ccc(C(=O)N/N=C(\C)CC(=O)N2CCN(C=O)CC2)cc1	-0.1	3	2	4	-2
30	CC(=O)Nc1ccccc1NC(=O)C/C(C)=N/NC(=O)C1CCCCC1	-0.3	-1	4	0	-2

No.	ARFGAP1 inh	TDP2 inh	ASAP1 GAP inh	ADAM10 inh	DDE Tn7 FP inh
16	18	12	0	1	4
17	-1	2	-6	-4	3
18	0	7	-1	-1	4
19	5	-2	6	5	6
20	3	4	7	-3	-5
21	-4	-3	4	6	3
22	1	-3	3	-7	0
23	7	-5	6	0	-2
24	-4	-17	0	-8	-2
25	-19	1	-13	-3	10
26	6	-7	-1	4	1
27	-7	-2	-17	-2	-6
28	9	1	-9	6	-2
29	2	-5	4	3	-6
30	-1	17	-8	-2	-4

Later entries
No.	Molecule	proKLK7 act	PLCg1 inh	Tn6 DDE FP	ADAM17 inh	LEDGF integ inh
31	CC(C)Oc1ccc(-c2nc(NCC3CCCO3)c3ccccc3n2)cc1 (stereo unspecified)	0.0	-61	-9	-11	-2
32	CC(C)(C)OC(=O)N/N=C/c1cc(N=Nc2ccccc2)ccc1O	-0.3	1	0	-2	-2
33	COc1ccccc1NS(=O)(=O)c1cccc(C(=O)OCC(=O)NC2CC2)c1	-0.1	4	0	-3	0
34	CCNc1nc(C)c2cc(Br)c(=O)n(CC)c2n1	7.8	-111	9	-355	1
35	Cc1cc(C)nc(N2CCCC(C(=O)NNC(=O)c3ccncc3)C2)n1 (stereo unspecified)	0.1	-2	-5	-6	1
36	O=C(NCc1cccs1)c1csc2c1CCCCC2	0.2	-1	-2	-4	3
37	O=C(Nc1ccc2nc3n(c(=O)c2c1)CCCCC3)C(=O)N1CCN(c2ccccc2)CC1	0.7	1	4	0	2
38	COC(=O)c1c(N)sc(C(=O)NCCc2ccccc2)c1C	-0.5	3	2	-2	2
39	CC1C(=O)C(C)C(c2cccs2)NC1c1cccs1 (stereo unspecified)	0.4	-4	1	-5	0
40	Cc1csc(SCCn2c(N3CCCC3)nc3c2c(=O)[nH]c(=O)n3C)n1	0.5	3	-6	-2	-6

No.	ARFGAP1 inh	TDP2 inh	ASAP1 GAP inh	ADAM10 inh	DDE Tn7 FP inh
31	-10	-2	2	-34	-5
32	5	-4	-5	-3	0
33	-2	-5	2	-5	0
34	6	2	-6	i	-5
35	1	8	16	-11	3
36	5	1	11	-6	5
37	-14	3	3	2	0
38	0	-10	-1	2	1
39	-13	-1	1	2	3
40	10	-1	-8	7	-2

An excerpt from above in order of formula weight, largest number first:
No.	Molecule	proKLK7 act	PLCg1 inh	Tn6 DDE FP	ADAM17 inh	LEDGF integ inh
10	Cc1ccc(S(=O)(=O)N2CCN(C(=O)COC(=O)CNC(=O)c3ccc(C(C)(C)C)cc3)CC2)c(C)c1	-0.2	-2	9	-2	-2
7	CCOCCOCCC(C(=O)O)P(=O)(c1ccccc1)c1ccccc1 (stereo unspecified)	0.2	1	-4	-4	1
26	CSc1ncc(OCc2ccccc2)c(=O)[nH]1	0.2	1	-3	-4	2
27	S=c1[nH]nc(CCc2ccc(Cl)cc2)o1	0.1	-2	7	1	0

No.	ARFGAP1 inh	TDP2 inh	ASAP1 GAP inh	ADAM10 inh	DDE Tn7 FP inh
10	9	-1	-16	0	9
7	0	10	4	-4	-4
26	6	-7	-1	4	1
27	-7	-2	-17	-2	-6

Screening data: PubChem BioAssay, The Scripps Research Institute Molecular Screening Center
